RPL19A TOR yeast: modulators of TOR pathway RPL19A-GFP in S. cerevisiae | AID 2025 | percent response vs DMSO, % at 10 µM | S. cerevisiae RPL19A-GFP strain, flow cytometry, 3 h; hits give low values | 0.3% of 330,000 active;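 active = percent response vs DMSO below 50%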;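 also: median channel GFP fluorescence of the barcoded RPL19A-GFP strain; ratio of sample median GFP to plate DMSO average so 100% = DMSO; lower means less RPL19A-GFP as with rapamycin TOR inhibition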
proCasp3 act: activators of human procaspase-3; P42574; recombinant procaspase-3 D3A, Ac-DEVD-pNA absorbance 405 nm; activation, % at 8.5 µM; 0.11% of 330,000 active;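 active = activation above the mean of all tested compounds plus 3 SD, cut at about 21% in these data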;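 also: 0% = DMSO alone and 100% = DMSO wells spiked with extra 5 µM PC-3 D3A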
Target sequence (P42574 whole entry D9A/D28A/D175A): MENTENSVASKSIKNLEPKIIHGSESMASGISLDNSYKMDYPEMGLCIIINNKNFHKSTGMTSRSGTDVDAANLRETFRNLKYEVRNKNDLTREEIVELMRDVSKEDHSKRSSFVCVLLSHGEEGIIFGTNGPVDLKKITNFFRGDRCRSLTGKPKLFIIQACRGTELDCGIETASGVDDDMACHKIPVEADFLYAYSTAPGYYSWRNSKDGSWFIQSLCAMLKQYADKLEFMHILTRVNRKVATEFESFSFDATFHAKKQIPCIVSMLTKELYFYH
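Assay system – Procaspase-3 D3A mutant, all three cleavage aspartates alanine · Controls – DMSO-only low control, 5 µM PC-3 D3A high control · Schedule – 1 h compound preincubation, 2 h substrate hydrolysis at 25 °C · Signal – 405 nm absorbance of p-nitroaniline, reads at 0 and 120 min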
AHR act: activates the human aryl hydrocarbon receptor | P35869 | AHR-responsive luciferase reporter cells, luminescence | activation, % at 5 µM | 2.5% of 320,000 active | AID 2796; in the data active = activation above about 47%;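 also: 0% = vehicle wells and 100% = reference agonist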
Target sequence (P35869 whole entry, looked up): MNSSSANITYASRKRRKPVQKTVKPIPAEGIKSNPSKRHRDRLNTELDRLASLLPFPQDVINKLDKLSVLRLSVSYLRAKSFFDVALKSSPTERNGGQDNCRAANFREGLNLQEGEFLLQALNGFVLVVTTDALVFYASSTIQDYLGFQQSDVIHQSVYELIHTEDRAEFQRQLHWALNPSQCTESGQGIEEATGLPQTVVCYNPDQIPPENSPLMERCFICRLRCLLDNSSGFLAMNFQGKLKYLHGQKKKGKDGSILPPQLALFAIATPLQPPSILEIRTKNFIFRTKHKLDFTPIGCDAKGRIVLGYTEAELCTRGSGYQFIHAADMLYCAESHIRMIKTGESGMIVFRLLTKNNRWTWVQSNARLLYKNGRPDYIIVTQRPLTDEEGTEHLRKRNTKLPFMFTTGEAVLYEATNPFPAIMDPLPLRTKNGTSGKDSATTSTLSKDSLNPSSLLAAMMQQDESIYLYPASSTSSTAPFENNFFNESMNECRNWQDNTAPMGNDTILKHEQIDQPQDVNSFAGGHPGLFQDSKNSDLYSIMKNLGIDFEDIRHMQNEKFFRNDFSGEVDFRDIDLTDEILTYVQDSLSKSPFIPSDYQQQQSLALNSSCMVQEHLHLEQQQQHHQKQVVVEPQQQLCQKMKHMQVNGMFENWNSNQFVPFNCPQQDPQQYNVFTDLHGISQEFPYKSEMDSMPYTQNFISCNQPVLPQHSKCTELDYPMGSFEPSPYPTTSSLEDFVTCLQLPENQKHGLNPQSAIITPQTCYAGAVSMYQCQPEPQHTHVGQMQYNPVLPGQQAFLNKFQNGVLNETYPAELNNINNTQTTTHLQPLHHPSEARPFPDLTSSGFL
MEP2-GFP yeast: modulators of TOR pathway MEP2-GFP in S. cerevisiae; GFP response vs DMSO, % at 10 µM; 0.51% of 330,000 active; S. cerevisiae MEP2-GFP strain, flow cytometry GFP, 3 h; 100% = DMSO control level; AID 2016;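 active = GFP response versus DMSO above a set limit, roughly screen mean plus 3 SD, cut at about 180% in these data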;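 also: median GFP fluorescence of the barcode-gated MEP2-GFP cells per well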
Yeast superoxide: yeast age-related superoxide inhibition as caloric restriction mimetic | AID 2690 | 0.18% of 330,000 active | S. cerevisiae aged cells, superoxide DHE fluorescence; hits give low values | superoxide response (% of plate mean), % at 10 µM;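 active = superoxide response under a set limit, about three screen SD below normal, cut at about 65% in these data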;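 also: yeast aged for seven days with compound at 30 °C before DHE staining; 100% = average MFI of all compound-treated wells on the plate with controls excluded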
LAP4 TOR yeast: modulators of TOR pathway LAP4-GFP in S. cerevisiae. S. cerevisiae LAP4-GFP multiplex, flow cytometry GFP, 3 h; median GFP as percent of DMSO wells. GFP response vs DMSO, % at 10 µM. 0.34% of 320,000 active. AID 2023;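 active = GFP response vs DMSO above a set limit, about the screen mean plus 3 SD, cut at about 150% in these data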
JMJD2C inh: inhibitors of human GASC-1 (JMJD2C) demethylase; Q9H3R0; GST-JMJD2C(1-420) H3K9me3 demethylation, DELFIA europium; inhibition, % at 2.35 µM; 0.069% of 330,000 active;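 active = more than half of a compound's replicate wells show inhibition beyond 50%, single wells judged on their own value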;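 also: signal counts dimethyl H3K9 product captured on neutravidin plate; 0% = median of DMSO wells and 100% = 0.3 times that DMSO median; strong numbers were not always called active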
proCasp7 act: counter-screen for procaspase-3 activators: activators of human procaspase-7 | P55210 | recombinant procaspase-7, Ac-DEVD-pNA absorbance 405 nm; D23A/D198A/D206A triple mutant, cannot self-cleave; scale: DMSO 0, 5 µM enzyme 100 | activation, % at 8.5 µM | 0.093% of 330,000 active | AID 463210;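 active = percent activation above the screen-wide mean plus 3 SD, cut at about 25% in these data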
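Assay system – Uncleavable procaspase-7 mutant enzyme · Quantity – 2 µM procaspase-7 mutant as dispensed · Times – 1 h preincubation, 2 h reaction · Dosing – single nominal 8.5 µM compound dose, 0.8% DMSO final · Buffer or medium – Zinc-free 50 mM HEPES buffer, pH 7.4, with NaCl and Triton X-100 · Detection – Epi-absorbance of released pNA at 405 nm, two timepoints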
Starred values were filed as active, the others as inactive; & = joins results of further samples. An unsorted share of the library; any-hit rate near 3.8%.

Preview, three compounds:
SMILES	RPL19A TOR yeast	proCasp3 act	AHR act	MEP2-GFP yeast	Yeast superoxide	LAP4 TOR yeast	JMJD2C inh	proCasp7 act
Cn1ncc(N=Cc2ccccc2)c1C(N)=O	99	4	5	96	88	100	21	-13
C=CCN(C(=O)c1csnn1)C(C(=O)NC1CCCC1)c1ccc(Cl)cc1 (stereo unspecified)	110	-9	-1	108	89	109	7	-8
CC1(C)CC(N2CN(C3CCCCC3)CC2=O)CC(C)(C)N1	92	-3	4	95	61*	86	-6	2

This part in full, repeating the preview:
SMILES	RPL19A TOR yeast	proCasp3 act	AHR act	MEP2-GFP yeast	Yeast superoxide	LAP4 TOR yeast	JMJD2C inh	proCasp7 act
Cn1ncc(N=Cc2ccccc2)c1C(N)=O	99	4	5	96	88	100	21	-13
C=CCN(C(=O)c1csnn1)C(C(=O)NC1CCCC1)c1ccc(Cl)cc1 (stereo unspecified)	110	-9	-1	108	89	109	7	-8
CC1(C)CC(N2CN(C3CCCCC3)CC2=O)CC(C)(C)N1	92	-3	4	95	61*	86	-6	2
Cc1noc(C)c1CSc1cc(C)c2ccccc2n1	97	1	8	102	87	136	-4	6
COCCN(C(=S)Nc1ccc(C)cc1)C(C)c1cccnc1 (stereo unspecified)	98	3	-1	113	104	122	-3	-7
N=C(N)SCc1ccccn1	101	-6	1	103	95	96	-5	-8
O=C(NCc1cccc(C(F)(F)F)c1)C1CC2Cn3c(nc4ccccc43)C2N1Cc1ccccc1 (stereo unspecified)	96	6	3	98	109	92	-8	7
CCN1CCN(C(=O)CN(C)S(=O)(=O)c2ccc(Cl)cc2)CC1	105	9	-2	106	88	103	2	1
CCOc1ccc(NC(=O)CN(C)CC(=O)NC2CCCc3ccccc32)cc1OCC (stereo unspecified)	101	8	8	108	92	106	-2	-5
CCCCN1CC(=O)N2[C@H](c3ccc(OC)cc3)[C@@H]3C(=O)N(CC)C(=O)[C@@H]3[C@]2(Cc2ccccc2)C1=O	99	3	-2	97	104	121	-5	1
C=CCN(CC(=O)Nc1cccnc1)S(=O)(=O)c1ccc(Cl)cc1	100	5	-1	97	76	89	1	6
COc1ccc(OC2OC3COC(c4ccco4)OC3C(O)C2NC(C)=O)cc1 (stereo unspecified)	101	-3	-1	110	120	93	-3	1
Cc1cc(C)c2sc(N)nc2c1	100	-8	2	104	104	96	4	1
CCCCCC/C(=N/O)c1ccccn1	97	-4	5	110	82	115	13	0
CCOC(=O)c1cnn(-c2ccccc2)c1NC(=O)C(F)(F)C(F)(F)C(F)(F)F	102	2	1	105	112	98	73	0
CCc1ccc(NC(=O)CSc2nc3ccccc3c(=O)n2CCN2CCOCC2)cc1	94	-3	-2	91	93	101	-10	5
Cc1sc(N)nc1-c1ccc(Oc2ccccc2)cc1	93	-5	4	110	107	111	-11	-5
CC(=O)N1CCc2cc(S(=O)(=O)NC(C(=O)Nc3ccc4c(c3)OCCO4)C(C)C)ccc21 (stereo unspecified)	108	-8	5	106	120	90	4	-5
O=C(Nc1cccc(F)c1)c1ccc(S(=O)(=O)N2CCOCC2)cc1	106	2	0	111	105	100	2	10
Cc1cc(C)cc(SCc2noc(C(=O)NCCCN3CCOCC3)c2C(=O)NCCCN2CCOCC2)c1	104	4	2	110	105	98	-3&5	7
Cc1nc2ccccc2nc(C)c1=NOCc1ccccc1Cl	103	5	19	98	111	92	-23	9
Cc1ccccc1CC1(CO)CCCN(Cc2nc(-c3cccs3)oc2C)C1 (stereo unspecified)	105	-2	-2	103	89	100	-12	-5
CCOc1cc(/C=N/NC(=O)c2nn(C)cc2Br)ccc1OCc1ccccc1Cl	108	-7	3	103	101	111	0	8
COCCOC1CCN(C(=O)c2ccc(OC)c(OC3CCN(C(C)C)CC3)c2)CC1	106	5	1	104	90	101	-15	-2
O=C(CSc1nnc(-c2ccccc2F)n1C1CC1)Nc1ccc2[nH]c(=O)[nH]c2c1	96	-4	3	114	98	110	5	0
COc1cccc(NC(=O)c2ccc(C(=O)c3ccccc3)o2)c1	90	4	1	85	89	98	12	1
CC(C)C(NC(=O)c1ccccc1F)C(=O)Nc1ccc2c(c1)OCO2 (stereo unspecified)	97	-3	11	101	96	93	7	2
CCN1C(=O)CCC(C(=O)O)C1c1ccc(OC)cc1 (stereo unspecified)	96	-4	2	91	94	98	-1	-3
CC(C)(C)NC(=O)NC(=O)CSc1ncccn1	98	-1	-3	99	119	90	1	4
CCOc1ccc(CCNC(=O)COC(=O)/C=C/c2ccc(OC)c(OC)c2)cc1OCC	76	-1	-1	92	94	83	8	-2
N=c1sccn1CC(=O)Nc1ccccc1Sc1ccccc1	96	6	0	102	104	102	-6	-4
O=C(Nc1ccc(Cl)c([N+](=O)[O-])c1)C(NCCCO)c1ccccc1 (stereo unspecified)	100	15	3	104	88	100	6	-8
CCN(Cc1ccccc1)C(=O)c1ccc(CS(=O)c2ccccc2C)o1 (stereo unspecified)	95	0	4	97	100	98	3	-3
COc1ccc(CCNc2ccc(S(=O)(=O)N3CCN(C)CC3)cc2[N+](=O)[O-])cc1	95	-6	2	89	134	97	0	-4
CCOC(=O)C1=C(COC(=O)CCC(=O)c2ccc(C)cc2)NC(=O)NC1C (stereo unspecified)	103	1	1	101	101	97	-9	-5
O=C(c1cccs1)c1cn(CC(=O)N2CCc3ccccc3C2)c2ccccc12	98	1	3	100	99	104	1	5
O=C(NCc1ccc(Cl)cc1)C1CCC(CNc2c(N3CCOCC3)c(=O)c2=O)CC1 (stereo unspecified)	95	-6	1	101	97	108	-9	4
O=C(NCCCN1CCCC1)C1CCN(C(=O)c2cc3sccc3n2Cc2ccc(F)cc2)CC1	105	2	3	100	117	98	-18	-19
O=C(CNC(=O)c1ccccc1)Oc1cccc(Cl)c1	91	-6	0	97	100	118	11	2
CCN(CC(=O)NCc1cccs1)C(=O)c1cc(S(=O)(=O)NCc2ccccc2)ccc1C	95	-6	-2	94	105	103	-9	10
CSc1nnc(Cc2sc(-c3ccccc3)nc2-c2ccccc2)o1	103	5	-5	99	112	110	-8	10
Cc1cccc(CN2[C@@H](CC(C)C)COCCS2(=O)=O)c1	96	-1	2	93	93	123	120	7
Cc1onc(-c2c(F)cccc2Cl)c1C(=O)NCC1COc2ccccc2O1 (stereo unspecified)	103	0	-1	106	106	105	4	7
CCOCCSc1nnc2nc(C)cc(C)n12	97	-3	-4	103	104	98	-7	-6
Cc1nc2ccc(NC(=S)N3CCCC3)cc2nc1C	95	-2	12	99	96	116	1	3
Cc1nc(N[C@@H](Cc2c[nH]c3ccccc23)C(=O)O)c2oc3ccccc3c2n1	93	-1	34	104	109	100	-8	5
COc1cccc(C2=NOC(C(=O)Nc3cc(C)on3)C2)c1 (stereo unspecified)	99	0	-1	98	110	99	-4	7
c1ccc(-c2ccccc2OCCCCN2CCCCCC2)cc1	103	-1	0	100	91	88	-1	-4
CN(C)CCCNC(=S)/N=c1\sccn1Cc1ccccc1Cl	99	-1	-3	103	105	93	20	-2
CCN(CC)CCCNC(=S)N1CCN(c2nc(-c3ccc(F)cc3)cs2)CC1	103	-4	0	100	86	85	-1	13
Cc1ccc(Cl)cc1NC1=C/C(=N\S(=O)(=O)c2cccs2)c2ccccc2C1=O	103	-14	24	99	118	108	6	8
CC(=O)Oc1ccc2occ(C(=O)c3cccs3)c2c1	101	-5	-11	100	95	119	-10	-2
CC(=O)Nc1cc(C(=O)NCc2ccco2)ccc1Sc1ccc(C)cc1	97	7	13	98	123	89	4	6
C=CCNC(=O)CC(C)C(CCCCC)C(=O)O (stereo unspecified)	99	4	-3	102	105	107	13	5
COc1ccccc1CNC(=O)C(CCSC)NC(=O)c1cccc(S(=O)(=O)N2CCOCC2)c1 (stereo unspecified)	89	12	-1	95	144	103	7	2
Cc1ccccc1CN1CCN(C(=O)c2cccc3ccccc23)CC1	100	13	0	97	95	90	-4	5
COCCNc1nc(N)c([N+](=O)[O-])c(NCC2CCCO2)n1 (stereo unspecified)	99	-3	3	96	89	93	-4	-8
COc1cc(/C=N/N2C(C)CCCC2C)cc(OC)c1O (stereo unspecified)	108	-11	4	106	115	96	-2	-13
Cc1cc(Cl)c(OCCCCN2CCOCC2)c(Br)c1	105	5	4	105	103	101	-121	14
O=C(Nc1ccccc1Cl)C1C(c2ccccc2)C1(Cl)Cl (stereo unspecified)	103	12	-1	105	102	106	1	9

3 compounds already listed, sorted by number of heavy atoms, lowest first:
SMILES	RPL19A TOR yeast	proCasp3 act	AHR act	MEP2-GFP yeast	Yeast superoxide	LAP4 TOR yeast	JMJD2C inh	proCasp7 act
Cc1sc(N)nc1-c1ccc(Oc2ccccc2)cc1	93	-5	4	110	107	111	-11	-5
COc1cccc(C2=NOC(C(=O)Nc3cc(C)on3)C2)c1 (stereo unspecified)	99	0	-1	98	110	99	-4	7
CCc1ccc(NC(=O)CSc2nc3ccccc3c(=O)n2CCN2CCOCC2)cc1	94	-3	-2	91	93	101	-10	5

Later entries
SMILES	RPL19A TOR yeast	proCasp3 act	AHR act	MEP2-GFP yeast	Yeast superoxide	LAP4 TOR yeast	JMJD2C inh	proCasp7 act
CC1=C(C(=O)Nc2ccc(C)cc2C)C(c2ccc([N+](=O)[O-])cc2)n2ncnc2N1 (stereo unspecified)	100	3	-1	103	96	110	-4	5
CCCc1cc(=O)oc2cc(OCc3ccc(C(=O)O)o3)ccc12	109	-2	3	109	101	96	26	0
Cc1c(NC(=O)N(C)c2ccccc2)c(=O)n(-c2ccccc2)n1C	102	2	1	105	95	94	-5	4
Cn1c(NCc2c[nH]c3ccccc23)nc2ccccc21	109	5	74*	100	99	105	5	10
O=C(Nc1c2c(nn1-c1ccccc1)CS(=O)C2)c1ccc2c(c1)OCO2 (stereo unspecified)	117	-1	10	109	98	83	5	-5
CNC(=O)CSc1nnc(CCc2ccccc2)n1-c1ccccc1	103	3	-1	107	96	97	5	4
CCc1ccccc1NC(=O)Cn1cccc1C1=NC(c2ccccc2)CO1 (stereo unspecified)	104	-9	6	78	111	83	1	-3
C/C(=N\Nc1cccc([N+](=O)[O-])c1)c1ccccc1O	94	-3	5	86	108	94	-9	-9
O=C(Nc1ccccc1N1CCN(C(=O)c2ccc(Cl)cc2)CC1)c1cc2ccccc2o1	93	0	22	102	104	98	28	6
CN(C)c1ccc(/C=N/NC(=O)CCCO)cc1	92	7	26	109	98	117	-30	-4
CCOC(=O)CC1(C)OCC(C[N+]2(C)CCCCC2)O1 (stereo unspecified)	96	-3	-2	98	103	95	1	-2
COc1cc(/C=N/NC(=O)COc2ccc([N+](=O)[O-])cc2)ccc1OCC(=O)N1CCOCC1	103	1	16	103	100	96	-6	-3
CCN1C(=O)[C@H]2[C@@H](c3ccc(-c4ccc(C(C)=O)cc4)cc3)N3CCC[C@@]3(C(=O)OC)[C@H]2C1=O	94	2	-2	90	102	106	-5	-2
Cc1cc(C(=O)Nn2c(-c3ccc(Br)cc3)nc3ccccc3c2=O)ccc1[N+](=O)[O-]	106	-2	83*	103	143	87	-5	-5
COc1ccc(N2CCN(C(=O)COC(=O)c3cc(S(=O)(=O)N(C)C)ccc3N3CCCC3)CC2)cc1	94	-12	3	91	93	93	0	-7
COc1ccc(NC(=O)Nc2ccc(N3CCOCC3)c3nonc23)c(OC)c1	94	9	6	107	109	113	-27	7
O=C(CSc1ccc2nnc(-c3ccccc3)n2n1)NCc1ccco1	97	-6	3	94	100	95	-3	-1

Bioassay records as filed in PubChem BioAssay.
